Smad3 FoxH1 inh: Smad3/FoxH1 peptide binding inhibitors, primary screen, biochemical, TR-FRET | AID 630, 2007 | inhibition, % at 25 µM | 88,000 compounds, 0.29% hits | Mothers against decapentaplegic homolog 3 (Homo sapiens), P84022 | TR-FRET Smad3/Dy647-FoxH1 peptide binding, europium anti-His;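 active = compounds that reduce the energy-transfer binding signal between the protein and its labelled peptide by more than half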;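 also: 0% = Smad3 plus labelled peptide maximal FRET and 100% = peptide-only background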
HUVEC tox IL1B: cytotoxicity in IL-1B stimulated HUVEC, primary screen, cytotoxicity control for IL-1B NFkB translocation project, imaging, Hoechst nuclear count, IL-1B stimulus | HUVEC cell count loss | cell count reduction, % at 2 µM | 94,000 compounds, 0.41% hits;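 active = cell count reduction more than 3 SD above the screen-wide mean, cut at about 70% in these data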;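 also: normalized per plate to untreated control cells as the no-loss baseline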
F-actin modifier: modifiers of F-actin cytoskeleton organization, primary screen, imaging, HUVEC, phalloidin staining, high-content imaging; HUVEC TNFa F-actin phalloidin imaging; inhibition, % at 2 µM; 91,000 compounds, 0.18% hits; AID 836, 2007;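 active = inhibition above the batch mean plus 3 SD and confirmed as a hit by visual image inspection, cut at about 30% in these data, passing the limit was not always enough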; also: strong numbers were not always called active
Candida biofilm: clotrimazole potentiators killing Candida biofilms, primary screen, with clotrimazole, Alamar Blue; C. albicans biofilm + clotrimazole; inhibition, % at 6 µM; 85,000 compounds, 0.14% hits;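 active = inhibition above 20%; inactive = inhibition below 20%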;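 also: preformed 24 hr biofilms exposed to compound for 48 hr; 0% = biofilm without compound and 100% = blank killed by clotrimazole plus chlorhexidine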
HUVEC tox TNFa: cytotoxicity in TNFa-stimulated HUVEC, primary screen, cytotoxicity control for VCAM1 expression modulator project, imaging, Hoechst nuclei count; 93,000 compounds, 0.17% hits; cell count reduction, % at 2 µM; AID 848, 2007; HUVEC TNFalpha-stimulated, Hoechst cell count;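 active = cell count reduction exceeding the screen mean by over 5 SD, scaled to untreated wells per plate, cut at about 78% in these data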;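 also: cells counted after 24 h of TNF alpha exposure following the 1 h pretreatment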
MT1-MMP txn act: MT1-MMP promoter reporter activation – cell-based, luciferase luminescence, primary screen. HT1080 MT1-MMP promoter luciferase reporter, overnight; hits give high values. activation factor at 10 µM. 86,000 compounds, 0.16% hits;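 active = activation factor of at least 2 for MT1-MMP transcription at 10 µM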
hDAT+cocaine: changed hDAT dopamine uptake under cocaine IC80, either direction, primary screen, cocaine antagonist project, cell-based, LLC-PK1 hDAT, [14C]-dopamine uptake, MLSMR; LLC-PK1 hDAT cells, [14C]-dopamine uptake with cocaine IC80; actives deviate in either direction; 110,000 compounds, 1.3% hits; B-score at 10 µM; Sodium-dependent dopamine transporter (Homo sapiens), Q01959; AID 449768, 2010;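 active = Z score or B-score, a plate-position-corrected score, falls beyond the plate's 99.7% confidence bounds, in either direction; inactive = both scores lie inside the 99.7% bounds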;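 also: scored against the spread of the other compound wells on the same plate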
LYP inh 2: PTPN22 phosphatase inhibitors, primary screen, biochemical, DiFMUP fluorescence, 2 µM; AID 640, 2007; 96,000 compounds, 0.21% hits; inhibition, % at 2 µM; recombinant LYP catalytic domain; Tyrosine-protein phosphatase non-receptor type 22 (Homo sapiens), Q9Y2R2;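 active = inhibition at 2 µM at or above a set limit, the screen mean plus 3 SD, cut at about 24% in these data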;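 also: 0% = DMSO with enzyme and 100% = enzyme fully blocked by orthovanadate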
Target sequence (Q9Y2R2 whole entry, looked up, the tested form may be a part): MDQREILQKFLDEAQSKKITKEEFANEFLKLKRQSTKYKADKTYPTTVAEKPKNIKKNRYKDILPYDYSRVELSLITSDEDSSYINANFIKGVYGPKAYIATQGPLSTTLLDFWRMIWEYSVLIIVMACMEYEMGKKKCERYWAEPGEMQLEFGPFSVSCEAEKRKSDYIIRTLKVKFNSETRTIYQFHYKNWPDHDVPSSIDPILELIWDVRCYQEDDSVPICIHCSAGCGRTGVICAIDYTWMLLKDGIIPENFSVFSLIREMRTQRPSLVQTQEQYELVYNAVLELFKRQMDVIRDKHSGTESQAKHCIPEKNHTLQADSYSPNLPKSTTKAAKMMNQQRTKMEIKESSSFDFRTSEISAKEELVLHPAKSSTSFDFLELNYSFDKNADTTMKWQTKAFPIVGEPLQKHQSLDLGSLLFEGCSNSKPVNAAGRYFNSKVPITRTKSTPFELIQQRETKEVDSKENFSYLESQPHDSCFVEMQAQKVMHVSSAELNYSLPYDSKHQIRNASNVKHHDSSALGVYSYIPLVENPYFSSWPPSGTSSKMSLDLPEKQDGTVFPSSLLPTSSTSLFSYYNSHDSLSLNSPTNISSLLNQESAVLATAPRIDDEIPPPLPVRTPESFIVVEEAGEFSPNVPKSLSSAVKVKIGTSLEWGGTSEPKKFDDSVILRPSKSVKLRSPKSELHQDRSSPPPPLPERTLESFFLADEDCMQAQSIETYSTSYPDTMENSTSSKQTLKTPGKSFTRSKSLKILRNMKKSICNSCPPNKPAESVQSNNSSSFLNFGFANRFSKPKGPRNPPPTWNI
VCAM1 TNFa inh: inhibitors of TNFa-induced VCAM1 expression, primary screen, imaging, HUVEC, TNFa stimulus, immunofluorescence. HUVEC TNFa-induced VCAM-1 immunofluorescence, high-content imaging. inhibition, % at 2 µM. 95,000 compounds, 0.48% hits;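 active = inhibition above the batch mean plus 3 SD, with images confirmed as a hit by eye, cut at about 37% in these data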;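 also: 0% = TNF-stimulated DMSO wells and 100% = unstimulated control wells; not every result past the cut was called active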
* = called active by the depositor; / = not tested or not shown; & = joins results of further samples; [ ] = dose if it differs, or a comment. These rows are one share of the data; rates above refer to the full screens.

SMILES | Smad3 FoxH1 inh | HUVEC tox IL1B | F-actin modifier | Candida biofilm | HUVEC tox TNFa | MT1-MMP txn act | hDAT+cocaine | LYP inh 2 | VCAM1 TNFa inh
CCC(C)(C)NC(=O)C(c1cccn1C)N(C(=O)Cn1nnc2ccccc21)c1ccc(OC)cc1OC (stereo unspecified) | 7 | -19 | -25 | 10 | -6 | 1.3 | 0.27 | 1 | -6
CC(c1ccccc1F)n1cc(C(=O)NCCCn2ccnc2)nn1 (stereo unspecified) | 1 | 0 | 8 | 5 | -22 | 1.3 | 0.87 | 4 | 17
O=C(CC1(O)C(=O)Nc2ccccc21)c1cccnc1 (stereo unspecified) | -10 | / | / | 2 | / | 1.3 | -0.43 | 2 | /
CCOC(=O)N1CCC(NC(=O)C2CCCN(Cc3nc(-c4cccc(Cl)c4)oc3C)C2)CC1 (stereo unspecified) | / | -2 | -9 | / | -26 | / | 0.93&0.032 | -6 | 4
CCN1C(=O)C(C)S/C1=N\S(=O)(=O)c1ccc(Cl)s1 (stereo unspecified) | 5 | 3 | 0 | 2 | -54 | 1.2 | 0.35 | 8 | 9
CCC(C)(C(=O)NC1CCCCC1)N(Cc1ccco1)C(=O)c1ccccn1 (stereo unspecified) | 14 | -31 | 0 | 7 | -11 | 1.2 | -0.37 | -8 | 4
CC(=O)Nc1ccc(S(=O)(=O)NCCSCc2c(Cl)cccc2Cl)cc1 | / | -64 | -8 | / | -19 | / | 2 | -3 | 3
COc1cccc2c1OC1(C)CC2NC(=O)N1c1cccc(C(=O)N2CCN(c3ccccn3)CC2)c1 (stereo unspecified) | 4 | -10 | 4 | 8 | -15 | / | 0.42 | -2 | 7
O=C(N/N=C/c1cccc(C(F)(F)F)c1)c1cc2c(s1)-c1ccccc1CC2 | / | -29 | 14 | / | 2 | / | -0.67 | 4 | -4
COCCNc1nc2ccccc2nc1NS(=O)(=O)c1ccc(C)cc1C | -5 | 9 | -2 | 5 | -5 | 1 | 2.2 | 6 | 6
O=C(C1=C(O)C(=O)N(CCCN2CCOCC2)C1c1ccccn1)c1cc2ccccc2o1 (stereo unspecified) | 1[fluorescence artefact?] | -40 | 29 | 2 | 6 | 1.1 | -0.52 | 4 | -8
CCn1ccc(=N)cc1 | 6 | 24 | -6 | 7 | -24 | 1.4 | -0.34 | -8 | 3
COC(=O)c1ccccc1NC(=O)NCC1CCCO1 (stereo unspecified) | -5 | 31 | -11 | 2 | 21 | 1.1 | -0.014 | 7 | 3
COc1ccc(CNC(=O)C2CCN(S(=O)(=O)c3ccc(-c4nn[nH]n4)cc3)CC2)cc1 | -2 | 22 | 9 | 6 | -7 | 1.1 | -1.9 | 0 | -15
Cn1c(CN2CCCCC2)nc2cc(NC(=O)c3cccs3)ccc21 | -11 | / | -11 | 6 | 4 | 1.3 | 1.3 | -4 | 15
Cc1ccc2nc(C3CCN(C(=O)c4ccco4)CC3)[nH]c2c1 | 3 | 7 | 30 | -1 | -12 | 1.1 | -1.5 | 5 | 2
O=C(COc1ccc(Cl)cc1Cl)NCCCCc1ccccc1 | / | -15 | 9 | / | -13 | / | -0.15 | 5 | -1
CCn1nnnc1SCC(=O)N(C1CCCCC1)C1CCCCC1 | -9 | / | -7 | -2 | -5 | 0.9 | 1 | 1 | 7
CCCNC(=O)c1noc2c1CCc1ccccc1-2 | / | 29 | -11 | / | 50 | 1.2 | 1.2 | 2 | 13
O=C(c1ccc(F)cc1)C1CCN(C(=O)NCc2ccccc2)CC1 | / | -39 | 2 | / | -38 | 1.1 | -0.081 | -12 | 4
O=C(c1ccc(COc2ccc(F)cc2)o1)n1cc(Br)cn1 | -20 | 12 | 3 | 1 | -4 | 1 | -1 | 7 | 12
COc1ccc2nc(NC(=O)C3COc4ccccc4O3)sc2c1 (stereo unspecified) | -12 | 6 | -3 | 14 | -1 | 0.9 | -0.52 | -20 | 7
c1csc(C(c2nnnn2C2CCCCC2)N2CCCC3(CCCCC3)C2)c1 (stereo unspecified) | 6[fluorescence artefact?] | -3 | 18 | 3 | -10 | 1.3 | / | 0 | -14
CCSc1nnc(NC(=O)c2nc(-c3ccccc3)n(-c3ccccc3)n2)s1 | 4 | -2 | 15 | 1 | -19 | 1.1 | 1.4 | 8 | 14
Cc1ccc(-c2nc(CS(=O)CC(=O)NCc3ccccn3)c(C)o2)cc1 (stereo unspecified) | 0 | 6 | 2 | 7 | -6 | 1.1 | 0.37 | -7 | 0

An excerpt of these results, in CSV form:
mol,Smad3 FoxH1 inh,HUVEC tox IL1B,F-actin modifier,Candida biofilm,HUVEC tox TNFa,MT1-MMP txn act,hDAT+cocaine,LYP inh 2,VCAM1 TNFa inh
CC(c1ccccc1F)n1cc(C(=O)NCCCn2ccnc2)nn1 (stereo unspecified),1,0,8,5,-22,1.3,0.87,4,17
O=C(COc1ccc(Cl)cc1Cl)NCCCCc1ccccc1,/,-15,9,/,-13,/,-0.15,5,-1
COCCNc1nc2ccccc2nc1NS(=O)(=O)c1ccc(C)cc1C,-5,9,-2,5,-5,1,2.2,6,6
CCCNC(=O)c1noc2c1CCc1ccccc1-2,/,29,-11,/,50,1.2,1.2,2,13
COc1ccc2nc(NC(=O)C3COc4ccccc4O3)sc2c1 (stereo unspecified),-12,6,-3,14,-1,0.9,-0.52,-20,7

Already shown: an excerpt of the list.
SMILES | Smad3 FoxH1 inh | HUVEC tox IL1B | F-actin modifier | Candida biofilm | HUVEC tox TNFa | MT1-MMP txn act | hDAT+cocaine | LYP inh 2 | VCAM1 TNFa inh
CCC(C)(C(=O)NC1CCCCC1)N(Cc1ccco1)C(=O)c1ccccn1 (stereo unspecified) | 14 | -31 | 0 | 7 | -11 | 1.2 | -0.37 | -8 | 4
CC(=O)Nc1ccc(S(=O)(=O)NCCSCc2c(Cl)cccc2Cl)cc1 | / | -64 | -8 | / | -19 | / | 2 | -3 | 3

Quoted from the listing:
Value of CCC(C)(C)NC(=O)C(c1cccn1C)N(C(=O)Cn1nnc2ccccc21)c1ccc(OC)cc1OC (stereo unspecified) under MT1-MMP txn act: 1.3
Value of O=C(c1ccc(COc2ccc(F)cc2)o1)n1cc(Br)cn1 under MT1-MMP txn act: 1

More results:
SMILES | Smad3 FoxH1 inh | HUVEC tox IL1B | F-actin modifier | Candida biofilm | HUVEC tox TNFa | MT1-MMP txn act | hDAT+cocaine | LYP inh 2 | VCAM1 TNFa inh
CSc1ccccc1C(=O)Nc1cccc(N(C)S(C)(=O)=O)c1 | -1 | 12 | -13 | 7 | 7 | 1.2 | 1.4 | -3 | 2
CC(=O)Nc1ccc(S(=O)(=O)Nc2nnc(C3CCCCC3)s2)cc1 | -23 | / | / | 0 | / | 0.9 | 0.73 | / | /
CCOC(=O)CNC(=O)CSc1nnc(Cn2c(=O)sc3ccccc32)n1-c1ccccc1C | -13 | -7 | -24 | 9 | -4 | 1 | 0.01 | 5 | 0
CCCn1c(SCC(=O)N2CCN(c3ccc(OC)cc3)CC2)nc2c1c(=O)n(C)c(=O)n2C | -2 | -24 | -49 | 2 | 2 | 1.1 | -0.68 | 0 | -2
COC(=O)C1C(O)=C(C=NCC(C)N=CC2=C(O)C(C(=O)OC)C(C)(C)CC2=O)C(=O)CC1(C)C (stereo unspecified) | 7 | -46 | 8 | 7 | -5 | 1.2 | -0.56 | -1 | 1
O=C(CSc1cccc2cccnc12)OCC(=O)c1ccccc1 | / | -21 | -2 | / | 10 | / | 0.024 | 9 | 9
O=C(c1ccncc1)N(Cc1ccco1)Cc1cc2ccccc2[nH]c1=O | -3 | 15 | 7 | 10 | -30 | 1.1 | 1.2 | 7 | 8
CCOC(=O)N1CCC(NC(=O)c2ccc3c(c2)N(CC)CCS3)CC1 | -2 | -42 | 6 | 12 | -5 | / | -0.31 | -1 | 24
CCOc1ccc(NCC(=O)Nc2ccc(Cl)cc2C)cc1 | 4 | 7 | -2 | 4 | -39 | 1.1 | 1 | -5 | 6
CN1CCN(c2nc(-c3ccco3)cc(C(F)(F)F)n2)CC1 | 6 | -10 | 3 | 7 | -4 | 1 | -0.74 | 7 | 16
CC(=O)c1cccc(NC(=O)NC(C)C2CCCO2)c1 (stereo unspecified) | 5 | -61 | 28 | 9 | -36 | 1.1 | -0.7 | -2 | 10
Cc1ccc(SCc2cc(-c3ccc(Cl)cc3)on2)cc1 | / | 0 | -8 | / | 2 | / | 1.7 | -9 | -3
CN1CCC(N(C)C(=O)CCc2nc3ccccc3c(=O)[nH]2)CC1 | 2 | 8 | 4 | -5 | -6 | 0.9 | -0.15 | -4 | -1
COc1ccc(C(=O)NCCc2nnc(SCC(=O)Nc3ccccc3C(C)C)n2C)cc1 | 0 | -14 | / | 10 | -64 | 1.1 | 0.52 | -11 | -1
CC(=O)OCC(=O)[C@@]1(O)[C@H](C)C[C@H]2[C@@H]3CCC4=CC(=O)C=C[C@]4(C)[C@@]3(F)[C@@H](O)C[C@@]21C | 10 | / | / | 8 | / | 1.2 | 0.016 | / | /
Cc1ccc(Cn2ccc(NC(=O)CCSc3nc(-c4ccco4)cc(C(F)(F)F)n3)n2)cc1 | -3 | 14 | -2 | 3 | 16 | 1.3 | 0.0076 | -4 | -5
Cc1cccc(C)c1OCCOCCN1CCN(C)CC1 | 5 | / | / | 4 | / | 1.1 | 0.29 | / | /
CCOC(=O)CNC(=O)c1ccc2[nH]c3c(c2c1)CCCC3 | 3 | -31 | -29 | / | -22 | 1.2 | 0.17 | 6 | 17
COc1cc(OC)c(S(=O)(=O)N2CCCCC2)cc1S(=O)(=O)N1CCCCC1 | -18 | -8 | -3 | -2 | / | 1.3 | 1.7 | 17 | -19
c1ccc2c(CSCc3nc4ccccc4[nH]3)cccc2c1 | / | -42 | -12 | / | -12 | / | 0.61 | 10 | -4
CCOc1cc(C2Nc3ccccc3C(=O)N2c2ccccc2)ccc1O (stereo unspecified) | -17 | -33 | 12 | -3 | -37 | 1.2 | -1.4 | 4 | 3
O=C1C2C3C=CC(C2C(=O)N1C1CCCCC1)C1C(=O)N(C2CCCCC2)C(=O)C31 (stereo unspecified) | 9 | -2 | 3 | 5 | -4 | 1.2 | 0.35 | 4 | 12
COc1ccc2[nH]c3c(=O)n(CCCCC(=O)NCCN4CCCC4)c(=S)[nH]c3c2c1 | 1 | 14 | 4 | -1 | -39 | 0.9 | -0.37 | 17 | 13
Cc1ccc(-c2cc(C(=O)NCc3ccc4c(c3)OCO4)[nH]n2)c(O)c1C | -7 | 0 | / | -1 | -29 | 1 | -1.2 | 3 | 4
O=C1CC(Sc2ncccn2)C(=O)N1c1ccccc1C(F)(F)F (stereo unspecified) | -9 | -16 | 3 | / | -8 | 0.8 | -0.48 | 2 | -1
Cc1ccnn1CC(=O)N/N=C/c1ccco1 | -13 | -3 | -10 | 8 | 16 | 1.1 | 0.91 | 4 | -1
CCC(=O)Nc1nonc1-c1nc2ccccc2n1Cc1ccccc1 | -6 | 23 | 18 | / | -20 | / | 0.88 | 8 | 5
CC(N=Cc1cccc(O)c1O)c1ccccc1 (stereo unspecified) | 5 | / | / | 6 | / | 0.9 | -0.28 | / | /
